GASC-1 inh: inhibitors of GASC-1 histone demethylase, primary screen, biochemical, fluorescence, DELFIA europium. Lysine-specific demethylase 4C (Homo sapiens), Q9H3R0. GST-JMJD2C(1-420) H3K9me3 demethylation. inhibition, % at 2.35 µM. hit rate 0.069% among 330,000;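 active = more than half of a compound's replicate wells show inhibition beyond 50%, single wells judged on their own value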;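 also: signal counts dimethyl H3K9 product captured on neutravidin plate; 0% = median of DMSO wells and 100% = 0.3 times that DMSO median; strong numbers were not always called active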
PP5 primary: PP5 phosphatase inhibitors, primary screen, biochemical, fluorescence | inhibition, % at 6.7 µM | hit rate 0.18% among 320,000 | Serine/threonine-protein phosphatase 5 (Homo sapiens), P53041 | AID 1987, 2009 | purified PP5c, OMFP substrate fluorescence;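 active = inhibition above the campaign's mean inhibition across all tested compounds plus 3 SD, cut at about 9.5% in these data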;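 also: 0% = DMSO only and 100% = 100 µM cantharidin control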
Target sequence (P53041 whole entry, looked up): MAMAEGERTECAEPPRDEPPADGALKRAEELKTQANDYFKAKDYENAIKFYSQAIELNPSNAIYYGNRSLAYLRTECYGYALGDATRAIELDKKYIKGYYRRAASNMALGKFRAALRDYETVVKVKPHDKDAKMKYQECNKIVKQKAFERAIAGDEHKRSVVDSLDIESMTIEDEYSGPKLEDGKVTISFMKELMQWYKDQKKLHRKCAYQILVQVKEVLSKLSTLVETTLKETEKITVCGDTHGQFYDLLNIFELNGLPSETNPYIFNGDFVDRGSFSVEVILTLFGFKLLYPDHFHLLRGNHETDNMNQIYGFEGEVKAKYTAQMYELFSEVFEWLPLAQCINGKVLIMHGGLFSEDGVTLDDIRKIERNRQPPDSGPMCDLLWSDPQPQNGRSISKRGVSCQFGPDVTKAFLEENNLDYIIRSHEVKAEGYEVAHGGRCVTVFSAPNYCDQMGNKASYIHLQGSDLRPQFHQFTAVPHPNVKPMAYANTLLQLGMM
ZTA counter: blocks Epstein-Barr virus ZTA, an EBNA-1 counter-screen. AID 2234. hit rate 0.15% among 320,000. ZTA-DNA binding, fluorescence polarization. inhibition, % at 11 µM; in the data active = inhibition above about 33%
Target sequence (P03206 whole entry, looked up): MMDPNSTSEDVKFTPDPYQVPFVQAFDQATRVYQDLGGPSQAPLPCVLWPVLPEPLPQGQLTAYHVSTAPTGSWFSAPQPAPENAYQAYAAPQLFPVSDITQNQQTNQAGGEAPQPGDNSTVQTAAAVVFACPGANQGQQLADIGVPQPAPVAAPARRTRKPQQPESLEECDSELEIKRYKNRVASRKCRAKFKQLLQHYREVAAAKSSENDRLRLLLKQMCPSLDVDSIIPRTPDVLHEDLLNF
CR mimetic SO: reduction of superoxide in aged yeast, primary screen, HTS | superoxide response (% of plate mean), % at 10 µM | S. cerevisiae aged cells, superoxide DHE fluorescence; stronger effect = lower value | hit rate 0.18% among 330,000;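 active = superoxide response under a set limit, about three screen SD below normal, cut at about 65% in these data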;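 also: yeast aged for seven days with compound at 30 °C before DHE staining; 100% = average MFI of all compound-treated wells on the plate with controls excluded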
PP1 inh: PP1-alpha phosphatase inhibitors, primary screen, counter-screen for PP5 inhibitor project, biochemical, fluorescence, OMFP substrate, single point; hit rate 0.9% among 320,000; AID 2235, 2010; purified PP1alpha; Serine/threonine-protein phosphatase PP1-alpha catalytic subunit (Homo sapiens), P62136; inhibition, % at 6.7 µM;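 active = inhibition above the mean inhibition of all tested compounds plus 3 SD, computed separately for each screening campaign, cut at about 15% in these data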
Target sequence (P62136 whole entry, looked up): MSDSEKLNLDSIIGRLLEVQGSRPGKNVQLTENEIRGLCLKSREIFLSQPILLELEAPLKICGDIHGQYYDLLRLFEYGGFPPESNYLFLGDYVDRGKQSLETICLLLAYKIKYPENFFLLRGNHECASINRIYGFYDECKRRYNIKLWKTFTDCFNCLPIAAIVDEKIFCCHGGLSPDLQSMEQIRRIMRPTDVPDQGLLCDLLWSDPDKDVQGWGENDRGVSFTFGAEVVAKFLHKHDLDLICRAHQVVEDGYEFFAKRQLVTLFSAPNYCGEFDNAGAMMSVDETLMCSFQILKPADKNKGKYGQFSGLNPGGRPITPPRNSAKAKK
EBNA-1 inh: EBNA-1 DNA-binding inhibitors, primary screen, biochemical, fluorescence polarization; inhibition, % at 14.8 µM; hit rate 0.34% among 300,000; AID 1950, 2009; in the data active = inhibition above about 28%
TPT1 inh: Candida albicans TPT1 enzyme inhibitors, primary screen, biochemical, fluorescence polarization; tRNA 2'-phosphotransferase TPT1 (Candida albicans SC5314); recombinant caTPT1, FP RNA substrate dephosphorylation; inhibition, % at 5 µM; hit rate 0.81% among 300,000; AID 1962, 2009;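 active = inhibition above the mean of all tested compounds plus 3 SD, set per screening campaign, cut at about 24% in these data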;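 also: plate controls were DMSO alone for no effect and ferristatin control at 100 nM for full effect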
core dimer inh: inhibitors of HCV core protein dimerization, primary screen, biochemical, TR-FRET, high-throughput. inhibition, % at 5 µM. AID 1899, 2009. hit rate 0.33% among 300,000. TR-FRET GST/Flag-core106 dimerization, 1536-well;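 active = inhibition above the mean of all tested compounds plus 3 SD, set per screening campaign, cut at about 45% in these data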
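System: GST-tagged and Flag-tagged HCV core protein residues 1-106 / Input: core106 proteins, GST 13.5 nM and Flag 17 nM / Buffer or medium: KF-containing HEPES buffer, pH 7.45, DTT, CHAPS, BSA / Probe or stimulus: Eu-anti-GST and XL665-anti-Flag labelled anti-tag antibodies / Schedule: 4 h, 22.5 °C incubation / Technique: TR-FRET 671 and 617 nm emission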
Fh CTSL1 inh: Fasciola hepatica cathepsin L1 inhibitors, primary screen, counter-screen for PFM18AAP inhibitor project, biochemical, QFRET, fluorogenic peptide substrate; recombinant F. hepatica cathepsin L1, Z-Leu-Arg-MCA fluorescence; inhibition, % at 5.96 µM; hit rate 0.49% among 300,000;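 active = inhibition above the mean of all tested compounds plus 3 SD, set per screening campaign, cut at about 17% in these data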;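 also: 0% = plate median of test compound wells and 100% = 1 µM Z-Phe-Ala-diazomethylketone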
The depositor's hits bear a star; i = inactive; . = not tested or not shown.

SMILES	GASC-1 inh	PP5 primary	ZTA counter	CR mimetic SO	PP1 inh	EBNA-1 inh	TPT1 inh	core dimer inh	Fh CTSL1 inh
CCc1nccn1S(=O)(=O)c1ccccc1[N+](=O)[O-]	-3	2.6	-16	104	-5	-2	-1	-18	0
Cc1nnc(N/N=C/c2ccco2)n1N	-3	0.2	-17	93	-6	6	70*	-5	0
CC1CCCN(C(=O)c2cc(F)c(F)cc2Cl)C1 (configuration not stated)	-2	1.9	-11	86	-3	4	0	-3	-3
N#C/C(=C\c1c(F)cccc1Cl)c1nn(-c2ccccc2)c(-n2cccc2)c1C#N	-4	0.9	3	98	2	-5	0	4	7
CN(C)C(=O)CSc1ccccc1C(=O)OCC(=O)NC1CC1	10	0.1	3	101	-2	.	.	.	.
O=C(COc1cccc(F)c1)Nc1nc(-c2cccnc2)cs1	.	4.0	-9	108	11	.	.	.	.
CN(c1ccccc1)S(=O)(=O)c1cccc(NC(=O)c2cccc(C#N)c2)c1	3	4.9	-1	106	-1	.	.	.	.
CC(=O)N1CC(=O)N(Cc2ccccc2)/C(=C/c2ccccc2)C1=O	7	1.9	-2	101	-1	-1	0	2	3
CCOc1cc(C=O)cc(Br)c1OCC(N)=O	11	-0.1	-19	96	-14	-9	0	-15	7
CN1CCN(C(=O)c2ccc(-n3cccn3)nc2)CC1	13	-1.2	15	101	-2	7	-1	-1	0
Cc1ccc2nc(SCC(=O)N3CCC(Cc4ccccc4)CC3)nc(=O)n2c1	21	-0.8	-15	110	5	-12	1	5	7
CCCCCC(=O)Nc1ccccc1N1CCOCC1	-5	-5.6	-10	98	-2	-5	-2	-13	5
O=C(Oc1ccccc1C(=S)N1CCOCC1)c1cccc([N+](=O)[O-])c1	-4	1.2	3	115	-2	-2	-3	-2	-1
COc1ccc(C)cc1NC(=O)CSc1ccc(Cl)cc1	-1	5.2	5	92	3	9	1	2	-2
COc1cccc(C2CC(c3ccc(C)cc3)=NN2C(=O)c2ccccc2F)c1OC (configuration not stated)	1	3.9	-5	119	3	-13	-1	15	0
CCC1CCCCN1CCCNC(=O)Cn1nc(-c2ccc(C)cc2)ccc1=O (configuration not stated)	.	-2.0	22	77	-6	1	0	-4	1
Cc1cc(=O)[nH]c(NN=C2C3CC4CC(C3)CC2C4)n1	-6	-0.3	-2	81	0	-3	-3	0	-1
Cc1ccc(-n2c(C)nnc2SCC(=O)NC2CCCC2)cc1	3	-1.8	7	99	-5	7	-4	-2	-1
c1ccc2sc(Cc3nnc4n3CCCCC4)nc2c1	3	0.7	-1	108	-7	-4	0	-4	5
Cc1ccc(C(=O)NCC(c2ccco2)N2CCc3ccccc32)cc1 (configuration not stated)	53	-1.3	8	98	-2	-7	1	0	1
COc1ccc(-c2[nH]ncc2/C=N/NC(=O)c2ccncc2)c(OC)c1	-11	-1.6	0	122	-5	1	3	12	1
O=C(c1ccccc1-c1nc2ccccc2[nH]1)N1CCOCC1	6	-0.5	-6	110	-2	-4	-1	-1	-2
Cc1cc(C)c(C)c(S(=O)(=O)N2CCN(C(=S)NCC3CCCO3)CC2)c1C (configuration not stated)	-20	0.6	11	101	1	-9	-3	0	0
COc1ccccc1CCc1nnc(CCC(=O)NC(C)Cc2cccnc2)o1 (configuration not stated)	-9	4.4	-2	104	-5	-1	4	-16	2

Random excerpt: 5 entries already listed
SMILES	GASC-1 inh	PP5 primary	ZTA counter	CR mimetic SO	PP1 inh	EBNA-1 inh	TPT1 inh	core dimer inh	Fh CTSL1 inh
c1ccc2sc(Cc3nnc4n3CCCCC4)nc2c1	3	0.7	-1	108	-7	-4	0	-4	5
COc1cccc(C2CC(c3ccc(C)cc3)=NN2C(=O)c2ccccc2F)c1OC (configuration not stated)	1	3.9	-5	119	3	-13	-1	15	0
O=C(c1ccccc1-c1nc2ccccc2[nH]1)N1CCOCC1	6	-0.5	-6	110	-2	-4	-1	-1	-2
Cc1cc(=O)[nH]c(NN=C2C3CC4CC(C3)CC2C4)n1	-6	-0.3	-2	81	0	-3	-3	0	-1
Cc1ccc(C(=O)NCC(c2ccco2)N2CCc3ccccc32)cc1 (configuration not stated)	53	-1.3	8	98	-2	-7	1	0	1

Next results.
SMILES	GASC-1 inh	PP5 primary	ZTA counter	CR mimetic SO	PP1 inh	EBNA-1 inh	TPT1 inh	core dimer inh	Fh CTSL1 inh
CCOC(=O)c1nc(C)sc1-c1ccnn1S(=O)(=O)c1ccc(C)cc1	5	1.8	3	97	-1	-5	-4	-1	0
Cc1no[n+]([O-])c1COc1cccc(/C=C2\N=C(c3ccccc3)OC2=O)c1	-15	-2.3	-2	130	-10	3	-1	0	-3
CCOc1cc(NC(=O)c2cccs2)c(OCC)cc1NC(=O)CCC(=O)NCC1CCCO1 (configuration not stated)	-2	1.5	4	103	0	-5	-9	-4	1
CCOc1ccc(S(=O)(=O)n2ccnc2C)cc1	-9	-0.1	-10	99	0	4	-6	-1	1
Cc1ccccc1NS(=O)(=O)c1cc(C(=O)N2CCc3ccccc3C2)ccc1C	0	3.1	6	99	4	1	0	8	0
C=C(C)C(=O)OC1(C(F)(F)F)Oc2cc(C)ccc2NC1=O (configuration not stated)	-29	1.6	5	97	2	12	-5	15	-26
COC(=O)CC(NC(=O)C1CC1)c1ccc2c(c1)OCO2 (configuration not stated)	5	0.0	-5	105	-5	-1	1	1	2
COc1ccc2[nH]c(C)c(CCNC(=S)Nc3ccccc3C)c2c1	6	-1.1	3	111	-1	-9	1	-5	1
COc1nc(-c2ccc(Cl)cc2)nnc1C	5	0.2	-2	105	0	1	-3	-6	0
COC(=O)c1sc(=S)n(-c2ccccc2OC)c1N	-1	0.5	4	106	-5	10	0	-9	-2
CCc1c(O)nc(SCc2nc3ccccc3c(=O)[nH]2)[nH]c1=O	6	-1.2	2	96	0	2	-3	-5	3
C=CCSc1nc2sc3c(c2c(=O)[nH]1)CCC3	-11	3.5	-13	111	0	-6	-6	0	2
Cc1ccc(C(=O)NC(=S)NCC2CCCO2)cc1 (configuration not stated)	0	3.4	13	119	-3	-12	-4	-6	0
COc1ccc(NC(=S)NCCCc2ccccc2)cc1	2	0.6	-3	89	-4	-1	-2	8	-4
N#C/C(=C/Nc1ccccc1)c1ccsc1	5	0.4	-2	87	-7	-12	1	-4	1
COc1ccc(/C=N/O)cc1COc1ccc(NC(C)=O)cc1	7	4.7	-2	i	-3	3	-2	0	1
N#Cc1cc(C(=O)c2cc(F)ccc2O)cn(Cc2ccccc2)c1=O	5	2.9	-1	105	0	-20	0	-1	1
N#C/C(C(=O)NCc1ccccc1)=C1/SC(Cc2ccc(Cl)cc2)C(=O)N1c1ccccc1 (configuration not stated)	0	3.4	1	89	8	20	3	23	3
CCCCC(=O)OCc1nc2ccccc2s1	-2	1.4	1	106	-4	5	2	3	-1
Cc1cc(/C=N/NC(=O)c2ccncc2)c(C)n1-c1cccc(C(F)(F)F)c1	-26	1.9	-7	91	5	6	-1	-8	2
COc1cccc(C(=O)NC(c2ccccc2)C2CCCC2)c1 (configuration not stated)	-5	-0.3	9	94	-1	6	3	5	4
NC(=S)N/N=C/C=C/c1ccccc1	0	1.1	-11	79	-1	3	-1	-1	7
O=C(Cc1cccs1)NCc1ccncc1	7	-4.5	-12	80	-9	-4	-6	-13	13
COc1ccc(OCC(=O)Nc2ccc(Cl)cc2)cc1	-9	1.9	12	85	-1	14	-4	0	-2
O=C(Cn1nc(-c2ccccc2)ccc1=O)NCCCN1CCOCC1	1	-0.1	-6	110	-2	-7	-1	-3	-4
COC(=O)Cn1c(=NC(=O)C(C)C)sc2c(C)cc(C)cc21	-6	3.5	9	96	4	3	2	10	-1
O=C(C1CCCN(Cc2ccccc2)C1)N1CCc2ccccc2C1 (configuration not stated)	4	1.5	-6	94	-1	-5	-3	-10	-1
Cc1cccc2c(=O)cc(C)n(CC(N)=O)c12	-19	-0.8	1	107	-3	3	1	-3	-3
CC1(C)CC=C(NNC(=O)c2cccnc2)C(=O)C1	8	-0.6	1	99	-1	2	-4	-4	-2
CCCc1nnc(NC(=O)CCC(=O)N2CCN(c3ccccc3)CC2)s1	-3	0.6	16	100	-1	10	1	10	0
O=C(C[N+]1(CC#Cc2ccccc2)CCOCC1)c1ccc(Cl)cc1	2	1.8	2	141	0	-9	-3	13	-6
CCNc1nc(NCC)nc(N/N=C/c2ccc(O)c(OC)c2)n1	-5	0.4	-2	95	-5	8	0	-1	5
CCOC(=O)N1CCN(CC(=O)Nc2cc(OC)c(OC)cc2C#N)CC1	-4	0.8	-17	91	-8	-12	2	2	6
Cc1nc(-c2ccc(F)cc2)c(CC(=O)N(C)CC(=O)Nc2ccccc2Br)s1	1	2.1	-3	115	-2	-1	5	0	1
CCOC(=O)C1CCCN(S(=O)(=O)c2cc(OCC(=O)NC3CCCCC3)c(C)cc2Cl)C1 (configuration not stated)	1	2.3	-30	114	1	4	-2	-4	-2
CCN(CC(=O)Nc1ccc(OC)cc1)C(=O)c1ccc(Cl)c(S(=O)(=O)N2CCCC2)c1	11	2.1	-8	79	0	.	.	.	.
Cc1cc(C)n2nc(SCC(=O)NC3CCCC(C)C3C)nc2n1 (configuration not stated)	-14	-1.4	-10	87	0	-5	4	-10	-1
COc1ccc(NC(=O)c2oc3ccccc3c2NC(=O)C2CC2)cc1	1	-0.3	15	73	-3	10	0	5	3
O=C(NCC1CCCO1)C(=O)N/N=C/c1ccccc1C(=O)O (configuration not stated)	7	1.0	6	95	-3	6	-2	0	2
O=C(NCC(c1cccnc1)N1CCN(c2ccccc2)CC1)c1ccco1 (configuration not stated)	2	1.4	-17	101	3	0	4	-6	-4
COc1ccccc1CNC(=O)CCc1nc2ccccc2c(=O)[nH]1	-1	-2.2	7	94	-2	3	7	-1	2
C/C(=N\OC(=O)c1cccc(C(F)(F)F)c1)c1sc(-c2ccccc2)nc1C	-11	-1.1	2	94	-4	14	-6	-1	-1
O=[N+]([O-])c1cc(C=Nc2ccc3ccccc3c2)ccc1Br	-3	1.0	-3	97	1	-3	1	-5	-6
CC(=O)c1ccc(N(CC(=O)NCCc2ccccc2)C(=O)c2csnn2)cc1	-2	-0.1	-7	97	1	-6	1	-2	1
Cc1ccc(OC(=O)c2cncc(Br)c2)c(C)c1	0	2.6	-16	102	-1	-7	0	1	-2
COc1ccc(C(=O)COC(=O)C(CCCCN2C(=O)C3C4C=CC(C4)C3C2=O)N2C(=O)C3C4C=CC(C4)C3C2=O)cc1 (configuration not stated)	0	2.9	-7	99	-2	-8	2	8	3
O=C(NC1CCCC1)c1ccccc1-c1ccccc1	-8	2.1	-8	68	-9	-12	3	-3	-5
O=C(O)c1ccc(C(=O)Nc2cccc(NC(=O)C3CCCO3)c2)cc1 (configuration not stated)	-4	-1.0	4	77	2	-2	-1	4	3
CCCn1nc(C(=O)NC2CC2)c2ccccc2c1=O	6	0.9	4	104	-4	.	.	.	.
COCCNC(=O)CS(=O)(=O)Cc1nc(-c2ccc(C)cc2)oc1C	1	1.0	15	89	2	10	5	-8	-3
CCC(C)NC(=S)Nc1ccc2nc(N3CCOCC3)cc(C)c2c1 (configuration not stated)	-1	2.3	-2	94	-3	-12	3	2	-8
CCn1c(CNC(C)=O)nnc1SCC(=O)c1ccc(Br)cc1	-2	-0.5	4	108	-6	0	-4	-2	-1
